# Screens: PubChem, Broad Institute
# RAD54 branch – inhibitors of human RAD54 branch migration; Q92698; RAD54 Holliday junction branch migration, FAM/BHQ fluorescence; inhibition, % at 10.4 µM; 360,000 compounds, 0.14% hits;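 active = mean normalized replicate activity at least 40 and at least half of replicates scoring 40 or more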;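 note: 0% = median of neutral control wells and 100% = median of positive control wells; inhibitors cause a drop in the FAM fluorescence signal; in these data hits start at about 50%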
# E-sel inducer – E-selectin induction on HUVECs | P16581 | HUVEC E-selectin immunofluorescence imaging; normalized: neutral wells 0, TNF-alpha wells 100 | activation, % at 7.58 µM | 260,000 compounds, 0.37% hits;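 active = mean E-selectin-positive cell signal at least 10% of the positive control, reached in at least 60% of replicates, without over 20% cell loss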;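 note: in these data hits start at about 27%; measured in HUVEC primary endothelial cells; signal is the percent of cells scored E-selectin positive by PE staining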
#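 Read-out basis: % PE-positive cells; Test system: HUVEC primary endothelial cells; Technique: immunofluorescence imaging; Dosing: single-point compound dose.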
# S100A4 inh HTS – blocks human S100A4 binding to myosin IIA peptide; P26447; S100A4/TAMRA-MyoIIA peptide fluorescence polarization; inhibition, % at 10.7 µM; 360,000 compounds, 0.14% hits; AID 652163;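 active = mean inhibition of at least 70% across replicates, with every replicate also reaching that level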
# Target sequence (P26447 whole entry, looked up): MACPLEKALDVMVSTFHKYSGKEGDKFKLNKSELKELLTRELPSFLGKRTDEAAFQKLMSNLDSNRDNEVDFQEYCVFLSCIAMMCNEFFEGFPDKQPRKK
#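 Test system – S100A4 monomer (human) · Compound – single-point compound testing · Schedule – 5 min incubation before reading · Probe or stimulus – TAMRA-labelled myosin IIA heavy-chain peptide probe, 5 nM · Benchmarks – neutral control DMSO, positive control TFP · Medium – Calcium-containing HEPES buffer, pH 7.2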
# FN deposition inh – fibronectin deposition inhibition. AID 743247. inhibition, % at 12.6 µM. 350,000 compounds, 0.086% hits. AH1F fibroblasts, Alexa488-fibronectin deposition fluorescence, overnight;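 active = mean inhibition across replicates of 30% or more, regardless of how many single replicates reach that level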;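 note: positive control wells lacked labelled fibronectin entirely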
#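 test system = AH1F fibroblasts assembling fluorescent fibronectin matrix | quantity = 10000 AH1F cells per well | buffer or medium = DMEM plus 2% serum, read in PBS | doses = single dose, pinned | incubation = 1 h cell attachment, overnight exposure to compound and label | detection = fluorescence at 485 nm excitation, 525 nm emission | read-out basis = inhibition from reduced deposited-fibronectin fluorescence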
# RAD52 anneal inh – RAD52 (human) annealing inhibition; P43351; recombinant RAD52 DNA annealing, FRET fluorescence; inhibition, % at 18.7 µM; 360,000 compounds, 0.46% hits; AID 651710;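 active = every replicate showing at least 50% inhibition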
# Target sequence (P43351 whole entry, looked up): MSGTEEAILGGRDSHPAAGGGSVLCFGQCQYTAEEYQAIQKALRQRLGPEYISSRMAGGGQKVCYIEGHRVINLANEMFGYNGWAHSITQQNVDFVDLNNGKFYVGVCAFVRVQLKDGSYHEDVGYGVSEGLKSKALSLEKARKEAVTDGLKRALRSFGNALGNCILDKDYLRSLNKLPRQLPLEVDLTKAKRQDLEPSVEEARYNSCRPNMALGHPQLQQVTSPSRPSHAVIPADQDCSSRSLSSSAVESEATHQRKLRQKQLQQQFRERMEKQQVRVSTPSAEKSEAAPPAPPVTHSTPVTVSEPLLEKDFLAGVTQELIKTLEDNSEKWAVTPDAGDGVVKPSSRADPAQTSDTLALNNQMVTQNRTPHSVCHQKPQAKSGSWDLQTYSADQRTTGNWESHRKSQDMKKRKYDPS
# Xi reactivation – activators of X-chromosome reactivation in mouse fibroblasts | XiGFP mouse fibroblasts, % GFP-positive cells imaging, 3 d; cells co-treated with 5-aza-dC sensitizer; scaled so ellipticine positive control = 100% | AID 743238 | 360,000 compounds, 0.055% hits | activation, % at 7.58 µM;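 active = mean normalized replicate activation at least 10% and every replicate at or above 10%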;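 note: 0% = median of on-plate neutral control wells and 100% = ellipticine 6 µM median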
#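 Schedule: 3 d treatment, 15 min room-temperature fixation; system: 68-5-11 XiGFP fibroblast line; buffer or medium: DMEM plus 5-aza-dC sensitizer; control set: ellipticine 6 µM positive control; compound: one concentration, pinned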
# EWS-Fli inh – inhibitors of EWS/Fli oncoprotein transcriptional activity. A673 NR0B1-luciferase reporter, viability-normalised. inhibition, % at 12.6 µM. 350,000 compounds, 0.67% hits;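 active = mean inhibition of at least 50% after viability correction, with every replicate also passing that limit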;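 note: firefly luciferase signal divided by Alamar Blue viability fluorescence both relative to DMSO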
# esBAF inh – SWI/SNF esBAF complex inhibition; AID 602393; reporter increase, % at 12.5 µM; mouse ES cells, Bmi1-luciferase knock-in reporter, 24 h; 100% = twice the neutral-well signal; 350,000 compounds, 2% hits; in the data active = activation above about 40%;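 note: 0% = median of the plate's neutral control wells and 100% = double that signal; a rise in the Bmi1 reporter signal indicates esBAF inhibition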
# Numbers without * were called inactive; . = not tested or not shown; & = joins results of further samples.
# The line under a structure holds: RAD54 branch, E-sel inducer, S100A4 inh HTS, FN deposition inh, RAD52 anneal inh, Xi reactivation, EWS-Fli inh, esBAF inh
- COCCNC(=O)C1Cc2c(-c3cccc(NC(C)=O)c3)ccnc2O1 (stereo not given)
 : -2, 1.8, 8, -2, -2, 0.3, -8, 6
- CCOc1cc(N2CCOCC2)c(OCC)cc1NC(C)C(=O)N1CCN(CC)CC1 (stereo not given)
 : ., 0.1, 32, 0, 6, -0.1, -13, .
- O=C1OCCN1c1ccccc1
 : -9, -0.1, -9, -3, -9, 0.2, -6, 3
- CCCOc1ccc(N2C(=O)CC(N(Cc3ccco3)C(C)=O)C2=O)cc1 (stereo not given)
 : ., 0.6, -2, -3, -21, 0.4, -2, .
- O=C(NC1CCCCC1)C(C1CC1)n1c(=O)c(-c2ccccc2)nc2ccccc21 (stereo not given)
 : ., 0.0, 2, -2, -1, 0.3, -21, .
- COc1ccccc1S(=O)(=O)N[C@@H]1CC[C@@H](CCn2cc(C3CCCC3)nn2)O[C@@H]1CO
 : ., 0.0, -7, -1, -8, 0.3, 20, .
- CC(C)NC(=O)N(C)C[C@@H]1OCCCC[C@@H](C)Oc2ccc(NC(=O)CCCN(C)C)cc2C(=O)N([C@@H](C)CO)C[C@@H]1C
 : 3, -0.2, 8, ., -5, 0.2, ., .
- O=C(CCS(=O)(=O)c1ccccc1)Nc1ncc([N+](=O)[O-])s1
 : -9, ., -3, 7, -11, 0.3, -9, -5
- CO[C@@H]1CN(C)C(=O)c2cc(NC(=O)C3CCOCC3)ccc2OC[C@@H](C)N(C(C)=O)C[C@@H]1C
 : -2, -0.3, -4, -7, 5, -0.1, -3, -4
- O=C(NC1(C(F)(F)F)C(=O)Nc2c1c(=O)[nH]c(=O)n2Cc1ccccc1)c1ccc(Cl)cc1 (stereo not given)
 : 2, 0.7, ., 0, ., ., ., 6
- CC(NC(=O)c1cc(S(=O)(=O)N(C)C)ccc1Cl)c1ccc(-n2ccnc2)cc1 (stereo not given)
 : -2, -0.2, 4, 4, -6, 0.1, 7, 1
- CC(=O)N(C)C[C@@H]1Oc2cc(-c3ccc(C#N)cc3)ccc2S(=O)(=O)N([C@@H](C)CO)C[C@@H]1C
 : 11, -0.1, -2, 3, 15, 0.5, -2, -5
- CCOC(=O)[C@H]1[C@H]2COc3ccc(OC)cc3[C@@H]2N2C(=O)CN(Cc3ccc(F)cc3)C(=O)[C@@]12C
 : -3, -0.1, 3, -2, -26, 0.1, -1, 5
- Cc1noc(C)c1S(=O)(=O)N(C)C[C@H]1Oc2ccc(NS(=O)(=O)c3ccc(Cl)cc3)cc2C(=O)N([C@@H](C)CO)C[C@H]1C
 : -3, -0.2, 4, ., 2, 0.2, 9, 2
- C[C@@H]1CCCCO[C@@H](CN(C)Cc2ccncc2)[C@H](C)CN([C@@H](C)CO)C(=O)c2cc(NS(=O)(=O)c3cccs3)ccc2O1
 : -3, 0.1, -37, ., -2, -0.3, -7, 4
- CC(C)Cn1c(CNC(=O)c2ccccc2)nc2ccccc21
 : -7, -0.2, ., 3, ., ., ., 5
- O=C(CN1C(=O)CCS(=O)(=O)c2ccccc21)Nc1ccc(Cl)cc1
 : -1, ., -5, -9, 1, 0.0, ., -4
- CCCn1nnc(NC(=O)/C=C/c2ccc(C(C)C)cc2)n1
 : 9, 0.0, 0, 15, -10, -0.1, -21, -3
- CN1CCN(C(=O)C[C@H]2CC[C@@H]3[C@H](COC[C@H](O)CN3Cc3cccc(F)c3)O2)CC1
 : 7, 0.0, ., -9, ., 0.2, -6, -7
- CCCNC(=O)C12CCC(C)(c3nc4cc(C)c(C)cc4nc31)C2(C)C (stereo not given)
 : -16, ., 0, ., -6, -0.1, 16, 8
- CC1CCN(C(=O)COC(=O)Cc2ccc(Br)cc2)CC1
 : 6, ., -6, ., -3, 0.0, 0, -6
- O=C(c1ccccc1)N1CCCCC(Cl)C1=O (stereo not given)
 : 0, 0.0, 1, 7, 3, 0.1, -3, 1
- Cc1cc(C(F)(F)F)nc(SCc2ccc(C(=O)O)o2)n1
 : -15, 5.7, ., -3, ., ., ., 5
- COc1ccc(NS(=O)(=O)c2ccc3oc(=S)[nH]c3c2)cc1
 : ., 8.0, 0, 11, -29, 0.0, -1, .
- C=CCC(=O)N1CCC(n2nccc2NC(=O)c2ccc3c(c2)OCO3)CC1
 : ., 0.2, 2, ., -12, 0.0, -13, .
- C[C@@H]1CN([C@@H](C)CO)C(=O)c2cc(NS(C)(=O)=O)ccc2O[C@@H]1CN(C)C
 : -21, -0.1, 3, -1, 13, 0.2, 11, 0
- COCC(=O)N(C)C[C@H]1Oc2cc(C3=CCCC3)ccc2S(=O)(=O)N([C@H](C)CO)C[C@H]1C
 : 4, -0.1, 1, ., -7, 0.3, -3, -2
- CCC(C)NC(=O)c1cc2cc3ccc(OC)cc3nc2s1 (stereo not given)
 : 0, 0.1, ., 6, ., ., ., -11
- Cc1ccc(-c2c[n+](CC(=O)Nc3nc(-c4ccc(F)cc4)cs3)c3n2CCC3)cc1
 : 41, -0.1, 4, 3, 58*, 0.0, 4, -84
- Cn1ccnc1SCCNC(=O)CCc1nnc(CCc2ccccc2)o1
 : ., 12, -5, 3, -2, 0.0, -5, .

# Full records as entered above. Screens in order: RAD54 branch, E-sel inducer, S100A4 inh HTS, FN deposition inh, RAD52 anneal inh, Xi reactivation, EWS-Fli inh, esBAF inh
# COCC(=O)N(C)C[C@H]1Oc2cc(C3=CCCC3)ccc2S(=O)(=O)N([C@H](C)CO)C[C@H]1C as listed: 4, -0.1, 1, ., -7, 0.3, -3, -2
# CC1CCN(C(=O)COC(=O)Cc2ccc(Br)cc2)CC1 as listed: 6, ., -6, ., -3, 0.0, 0, -6
# CCC(C)NC(=O)c1cc2cc3ccc(OC)cc3nc2s1 (stereo not given) as listed: 0, 0.1, ., 6, ., ., ., -11

# Further structures follow.
# The line under a structure holds: RAD54 branch, E-sel inducer, S100A4 inh HTS, FN deposition inh, RAD52 anneal inh, Xi reactivation, EWS-Fli inh, esBAF inh
- COc1ccc(CCNC(=O)[C@@H](NC(N)=O)C(C)C)cc1
 : ., 0.6, -3, 0, 3, -0.8, -22, .
- CC(C)NC(=O)N1CC2(C1)[C@H](c1ccccc1)[C@@H](CO)N2C(=O)C1CCOCC1
 : ., 0.0, 20, -1, -11, 0.1, 4, .
- CN1/C(=C\C(=O)C[n+]2ccc3ccccc3c2)C(C)(C)c2ccccc21
 : ., 2.6, -3, -4, -46, 0.0, 42, .
- O=C(C[C@H]1C[C@H]2c3cc(NC(=O)c4cccnc4)ccc3O[C@H]2[C@@H](CO)O1)NCc1cccc(F)c1
 : 4, -0.1, 7, -15, 2, 0.5, -7, -1
- CCOc1cccc2sc(N(CCN(CC)CC)C(=O)c3ccc(S(=O)(=O)N4CCCCC4)cc3)nc12
 : ., ., -4, ., -13, 0.3, -5, .
- CCn1c(=O)c(C(=O)NNC(=O)c2cccc(Cl)c2)c(O)c2ccccc21
 : 6, 0.0, 0, 5, -2, 0.0, 4, .
- CN(C)c1ccc(C2Nc3ccccc3C(=O)N2NS(C)(=O)=O)cc1 (stereo not given)
 : -4, -0.1, 4, -1, -7, 0.0, -13, 5
- CC1S/C(=N/N=C2CCCCC2)NC1=O (stereo not given)
 : -1, -0.3, 2, 5, -5, 0.1, -8, 2
- CCCCn1c(CCC(=O)O)nc2cc(S(=O)(=O)N3CCCC3)ccc21
 : 5, -0.8, -3, ., -98, 5.6, -12, -7
- Clc1ccc(CN=C2Nc3ccccc3CS2)cc1
 : -16, 0.7, ., 9, ., ., ., 56*
- O=C(C(=O)N1CCN(C(=O)c2cccs2)CC1)c1cccc(C(F)(F)F)c1
 : ., -0.1, -6, 3, -13, 0.0, -11, .
- COc1ccc(NC(=O)CN(C)C(=O)c2cccc(S(=O)(=O)N3CC4(C)CC3CC(C)(C)C4)c2)cc1 (stereo not given)
 : 0, ., -2, 2, -8, -0.1, 0, 1
- COc1cccc(-c2cnc3c(c2)C(=O)N([C@@H](C)CO)C[C@@H](C)[C@H](CN(C)C(=O)CN(C)C)O3)c1
 : 10, 0.0, 4, ., 19, -0.7, -5, 5
- C[C@@H]1CN([C@H](C)CO)C(=O)c2cc(NC(=O)Cc3ccccc3)ccc2O[C@H]1CN(C)C(=O)Nc1ccc(F)cc1
 : -2, 3.0, 0, ., 10, -0.9, 5, -5
- Cn1c(=S)c2[nH]c(SCc3cccnc3)nc2n(C)c1=O
 : 3, 0.0, 4, 4, 0, 0.0, 1, -7
- CS(=O)(=O)c1ccc(-c2cccc(NC(=O)COc3ccccc3)c2)nn1
 : 6, ., -4, -7, -17, 0.1, ., 2
- NC(c1csc(Nc2cc(Oc3ccccc3)ncn2)n1)c1ccccc1Cl (stereo not given)
 : -7, 1.2, -7, 5, -53, 0.0, 10, -9
- COc1ccc(S(=O)(=O)Nc2ccc3c(c2)CC(=O)N([C@H](C)CO)C[C@H](C)[C@H](CN(C)S(=O)(=O)c2ccc(OC)cc2)O3)cc1
 : 3, 0.3, 5, ., -15, 0.1, 5, 1
- Nc1ccccc1C#Cc1ccc2[nH]ccc2c1
 : 2, 0.3, -2, 4, 13, 0.0, -86, 82*
- Cc1ccc(Oc2nc(CN3CCOCC3)nc3sc4c(c23)CCC(C)C4)cc1 (stereo not given)
 : -5, 3.1, ., 1, ., 0.0, ., .
- COCCc1nnc(NC(=O)C(C)C)s1
 : ., 2.2, -1, -22, -11, 0.2, 10, .
- CC(O/N=C(\N)c1ccccc1)C(=O)Nc1cccc(C(F)(F)F)c1 (stereo not given)
 : -11, -0.7, -4, -1, -13, 0.3, -2, 2
- CCOC(=O)NC(NCc1cccc(C(F)(F)F)c1)(C(F)(F)F)C(F)(F)F
 : ., -0.7, -2, 2, -6, 0.2, 4, .
- CC(OC(=O)Cc1n[nH]c(=O)c2ccccc12)C(=O)N(C)c1ccccc1 (stereo not given)
 : 1, -0.1, -2, 2, 8, 0.7, 15, -15
- CC(C)C1=NN(C(=O)c2ccccc2)C(O)(C(C)(C)C)C1 (stereo not given)
 : -6, ., 0, -4, -9, 0.3, 11, .
- O=C(NCc1ccccc1)C1=C[C@H](C2CC2)C[C@H](OCCCCO)O1
 : -17&-2, 0.0, 5&-5, 3, 7&-13, 0.2, 0&3, -4
- Cc1nc(CSc2ccccc2)cc(=O)[nH]1
 : -2, -0.5, -9, -10, -9, 0.0, -1, -5
- COc1cccc(CNC(=O)c2ccc(OC)c(S(=O)(=O)NC3CCCC3)c2)c1
 : 5, 1.0, -2, -8, -6, 0.0, -1, .
- CN1CCCC1(C)C(=O)Nc1ccc(-n2cccc2)cc1 (stereo not given)
 : 2, 0.0, -1, 17, -83, 0.1, -53, 23
- CCCCNC(=O)Cn1c(=O)oc2cc(S(=O)(=O)N3CC(C)CC(C)C3)ccc21 (stereo not given)
 : -2, -1.2, -2, 1, -17, 0.0, 9, 2
- Cc1cc2c(c(SCC(=O)N(C)c3ccccc3)n1)C(=O)OC2
 : 3, 0.5, ., 5, ., ., ., -2
- COc1ccccc1N(CC(=O)NCCN1CCOCC1)S(=O)(=O)c1ccccc1
 : 5, ., 0, 1, -1, 0.4, ., 5
- CC(C)NC(=O)Nc1ccc2c(c1)C(=O)N([C@@H](C)CO)C[C@@H](C)[C@@H](CN(C)S(=O)(=O)c1ccccc1)O2
 : -8, -1.6, 3, -3, 4, -1.2, 4, 3

# Rows were taken by chance; about 3% have a hit in one of these screens.
